Compound activity deposited in PubChem by several laboratories.
Scp-1 inhibitor: Scp-1 (human) phosphatase inhibition; 340,000 tested, 0.88% active; Q9GZU7; AID 493091; Recombinant Scp1, phosphopeptide, malachite green phosphate absorbance; inhibition, % at 20 µM;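 active means inhibition above about 50% at 20 µM, limit read from the data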;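 further: plate controls were DMSO wells with enzyme for no effect and wells lacking enzyme for full effect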
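Incubation: 45 min enzyme reaction at room temperature / System: truncated SCP-1 phosphatase (76-261aa) / Reagent: Phospho 17-mer peptide substrate / Buffer or medium: Acidic Tris acetate buffer with magnesium and detergent / Signal: absorbance at 630 nm / Doses: one concentration, 20 µM, with 1.0% DMSO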
STEP block: STEP (human) phosphatase inhibition. P54829. recombinant STEP, OMFP fluorogenic substrate, fluorescence. inhibition, % at 20 µM. 360,000 tested, 0.25% active;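 active means inhibition at 20 µM, scaled per plate between control wells, above about 37%, limit read from the data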;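 further: 0% = DMSO with enzyme and substrate and 100% = substrate only without enzyme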
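System: isolated STEP enzyme; schedule: 20 min enzyme reaction at room temperature, protected from light; medium: Bis-Tris buffer pH 6.0, 2.5 mM DTT, 0.005% Tween 20; signal: fluorescence, 480/540 nm; dosing: single compound dose of 20 µM, 1% DMSO final; also added: OMFP substrate, 25 µM final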
NadD inh: NadD (S. aureus) enzyme inhibition | purified NadD enzyme, colorimetric absorbance read-out | inhibition, % at 20 µM | 360,000 tested, 0.78% active | AID 602399; in the data active means inhibition above about 26%; further: some compounds past the cut are filed as inactive
SKN-1 block: blocks SKN-1 activity in C. elegans; C. elegans VP596 Pgst-4::GFP/RFP ratio, acrylamide-induced, 24 h; inhibition, % at 21.8 µM; 360,000 tested, 0.49% active; AID 624304;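 active means interference check ratio from 0.5 to 1.5 plus GFP to RFP signal ratio inhibition reaching or exceeding a fixed threshold, cut at about 30% in these data, passing the limit was not always enough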; further: some compounds called inactive have numbers as strong as hits
DNMT1 inh: blocks human DNA methyltransferase DNMT1 | P26358 | DNMT1 molecular beacon, Hinp1I cleavage, fluorescence | inhibition (reported as % activation of signal), % at 10 µM | 360,000 tested, 0.83% active; in the data active means inhibition above about 50%
NRP1-CendR mod: alters CendR peptide binding to human NRP-1. O14786. FAM-RPARPAR peptide binding to NRP-1, fluorescence polarization. inhibition, % at 25 µM. 360,000 tested, 0.85% active. AID 602438;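 active means inhibition or corrected inhibition above about 18%, plus a signal ratio from 0.5 to 1.5, limit read from the data, passing the limit was not always enough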; further: strong numbers were not always called active
Target sequence (O14786 whole entry, looked up): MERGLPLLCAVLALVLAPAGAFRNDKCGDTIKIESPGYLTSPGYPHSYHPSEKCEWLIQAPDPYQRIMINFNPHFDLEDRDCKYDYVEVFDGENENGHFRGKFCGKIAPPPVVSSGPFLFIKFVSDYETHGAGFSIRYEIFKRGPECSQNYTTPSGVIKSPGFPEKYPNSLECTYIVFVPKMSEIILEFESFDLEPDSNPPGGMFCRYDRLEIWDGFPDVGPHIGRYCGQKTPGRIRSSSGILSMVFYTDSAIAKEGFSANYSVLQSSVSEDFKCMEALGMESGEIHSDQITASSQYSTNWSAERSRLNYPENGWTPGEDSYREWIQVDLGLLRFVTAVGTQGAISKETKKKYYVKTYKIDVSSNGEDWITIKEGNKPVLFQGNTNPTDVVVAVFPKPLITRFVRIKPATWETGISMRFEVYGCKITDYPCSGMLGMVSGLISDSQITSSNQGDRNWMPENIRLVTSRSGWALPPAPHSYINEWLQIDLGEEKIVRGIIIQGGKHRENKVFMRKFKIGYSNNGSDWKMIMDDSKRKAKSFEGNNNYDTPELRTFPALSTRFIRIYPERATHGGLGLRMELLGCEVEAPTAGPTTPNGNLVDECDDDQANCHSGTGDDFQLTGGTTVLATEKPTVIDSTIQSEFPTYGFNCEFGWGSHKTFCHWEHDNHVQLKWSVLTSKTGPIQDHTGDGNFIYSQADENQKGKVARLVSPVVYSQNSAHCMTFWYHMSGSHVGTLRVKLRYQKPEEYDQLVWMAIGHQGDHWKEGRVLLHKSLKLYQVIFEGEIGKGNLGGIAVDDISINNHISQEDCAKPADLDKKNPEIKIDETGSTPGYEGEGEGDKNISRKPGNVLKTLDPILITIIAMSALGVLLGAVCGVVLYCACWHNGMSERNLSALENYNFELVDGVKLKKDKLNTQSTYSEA
Neddylation inh: cullin neddylation inhibition | P61081+Q13564 | TR-FRET cullin neddylation, biochemical | calls only at 25 µM | 360,000 tested, 0.58% active; in the data active means inhibition above about 36%
SUMO1 PPI mod: alters human SUMO1 binding to SIM partners; inhibition, % at 20 µM; P63165; SUMO1 binding to a labelled peptide, TR-FRET, 1 h; 360,000 tested, 0.33% active; in the data active means inhibition above about 37%
TbMetRS inhib: blocks T. brucei methionyl-tRNA synthetase activity. purified T. brucei MetRS, ATP depletion, Kinase-Glo luminescence. inhibition, % at 11.9 µM. 360,000 tested, 0.4% active. AID 624268;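 active means inhibition above a per-plate cutoff of the control wells' mean inhibition plus 3 SD, cut at about 5.5% in these data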;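 further: 0% = DMSO wells median and 100% = median of wells with control inhibitor compound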
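Assay system: T. brucei methionyl-tRNA synthetase, purified | Medium: HEPES buffer with MgCl2, KCl, DTT, spermine, BSA, pyrophosphatase | Compound: 11.9 µM single point | Incubation: 15 min enzyme-compound preincubation, 2 h reaction, 10 min detection, 25 °C | Measured by: Kinase-Glo luciferase luminescence reporting remaining unconsumed ATP | Measure: % inhibition normalized to control-well medians | Replication: Singlicate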
LMPTP inh: blocks human LMPTP phosphatase; P24666; recombinant LMPTP-A, OMFP fluorogenic substrate, fluorescence intensity; inhibition, % at 20 µM; 360,000 tested, 0.22% active;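 active means compounds that cut the enzyme signal by at least half of the control window in the single-dose screen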;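 further: plate controls were DMSO wells with enzyme plus substrate for no effect and substrate without enzyme for full effect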
Target sequence (P24666 whole entry, looked up): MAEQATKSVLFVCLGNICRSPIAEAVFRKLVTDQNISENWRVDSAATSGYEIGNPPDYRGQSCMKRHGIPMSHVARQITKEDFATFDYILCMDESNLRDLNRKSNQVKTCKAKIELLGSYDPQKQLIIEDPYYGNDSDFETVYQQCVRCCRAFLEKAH
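Assay system: LMPTP-A phosphatase enzyme | Input: 0.625 nM enzyme | Also added: Fluorogenic phosphatase substrate OMFP at 400 µM final | Compound dosing: One test concentration per compound, 20 µM, with 3% DMSO overall | Schedule: 50 min enzyme reaction at room temperature, protected from light | Signal: Fluorescence intensity | Benchmarks: no-enzyme and uninhibited controls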
* = called active by the depositor; i = inactive; · = not tested or not shown. Compounds as they come. About 4.6% of those tested had a hit in this group.

SMILES | Scp-1 inhibitor | STEP block | NadD inh | SKN-1 block | DNMT1 inh | NRP1-CendR mod | Neddylation inh | SUMO1 PPI mod | TbMetRS inhib | LMPTP inh
CC(=O)N1CCN(c2ccc(NC(=O)c3ccc4c(c3)OCCO4)cc2Cl)CC1 | -6.2 | 0.4 | 3.1 | -6.0 | -2.8 | 2.9 | i | 4.7 | 0.1 | 0.5
CC(C)Oc1ccc(C(CC(=O)O)n2cnnn2)cc1 (stereo not drawn) | -1.4 | -1.6 | -0.8 | 2.6 | -0.8 | 2.9 | i | -1.7 | -1.1 | -1.1
Cc1cccc(C)c1N(Cc1ccccc1F)S(C)(=O)=O | -2.5 | 0.8 | -2.8 | 5.3 | -2.9 | 6.0 | i | 1.3 | -0.6 | 3.2
COCC(C)n1c(SCC(=O)Nc2cc(C)on2)nc2ccccc2c1=O (stereo not drawn) | -0.6 | 0.3 | 1.3 | 18.7 | -0.3 | 16.7 | i | 5.9 | -0.5 | -0.8
Cc1ccc(Cl)cc1N1CCN(C2CCCCC2NS(=O)(=O)c2ccccc2)CC1 (stereo not drawn) | -4.5 | 4.5 | 12.2 | 10.3 | 1.9 | -4.8 | i | 9.0 | -0.2 | 3.6
CCCCN(C)C(=O)Cn1c(=O)oc2cc(S(=O)(=O)N3CC(C)CC(C)C3)ccc21 (stereo not drawn) | 1.9 | -0.9 | -3.4 | -5.6 | 1.6 | -6.0 | i | -4.8 | -0.2 | -0.9
COCCNC(=S)N(Cc1cc2cc(C)ccc2n2nnnc12)C1CCCC1 | -7.5 | 2.9 | -0.8 | -0.2 | 1.2 | 9.7 | i | 2.8 | -0.6 | -0.1
NS(=O)(=O)c1ccc(CNC(=O)/C=C/c2ccco2)cc1 | 84.2* | 4.4 | 4.4 | 13.0 | 89.8* | -13.6 | i | 20.7 | -0.1 | 5.6
C/C(=N\NC(=S)NC1CCCCC1)c1ccc(OC(F)F)cc1OC(F)F | -4.2 | 1.3 | 16.7 | 4.8 | -4.9 | -16.6 | i | 4.1 | 0.0 | 5.0
CCOC(=O)c1ccc(NC(=S)N2CCN(CCNC3=CC(=O)CC(C)(C)C3)CC2)cc1 | -3.1 | 3.6 | -0.9 | 5.3 | -3.2 | 3.2 | i | 0.0 | -1.4 | -2.2
COc1ccc(NC(=O)c2ccc(-n3cccn3)nc2)c(OC)c1 | -10.8 | -0.5 | 0.5 | -27.6 | -2.2 | 2.2 | i | -0.8 | -0.3 | -0.1
Cc1ccc(-c2nc3ccccc3c(=O)n2CCCn2ccnc2)cc1 | 3.2 | -6.8 | 1.4 | -11.4 | 2.2 | -0.7 | i | -1.4 | -1.0 | -1.3
CCOc1ccc(-c2ccc(/C=C3/C(=N)N4C=CSC4=NC3=O)o2)c([N+](=O)[O-])c1 | 11.1 | -1.6 | 26.8 | 14.9 | 39.4 | -40.8 | i | -2.0 | -0.2 | 5.0
COc1cccc(-n2c(SCC(=O)NCc3cccs3)nc3ccccc3c2=O)c1 | -2.5 | 1.7 | 0.7 | 6.6 | -5.5 | -6.7 | i | 2.4 | 0.2 | -0.1
CC(C)N1CC(C(=O)Nc2nc3ccccc3s2)CC1=O (stereo not drawn) | -5.5 | 0.0 | 5.3 | 3.8 | 1.6 | 7.7 | i | 2.0 | -0.2 | -1.9

Looked up by compound from the entries so far:
SMILES | Scp-1 inhibitor | STEP block | NadD inh | SKN-1 block | DNMT1 inh | NRP1-CendR mod | Neddylation inh | SUMO1 PPI mod | TbMetRS inhib | LMPTP inh
Cc1ccc(-c2nc3ccccc3c(=O)n2CCCn2ccnc2)cc1 | 3.2 | -6.8 | 1.4 | -11.4 | 2.2 | -0.7 | i | -1.4 | -1.0 | -1.3
C/C(=N\NC(=S)NC1CCCCC1)c1ccc(OC(F)F)cc1OC(F)F | -4.2 | 1.3 | 16.7 | 4.8 | -4.9 | -16.6 | i | 4.1 | 0.0 | 5.0
CC(C)N1CC(C(=O)Nc2nc3ccccc3s2)CC1=O (stereo not drawn) | -5.5 | 0.0 | 5.3 | 3.8 | 1.6 | 7.7 | i | 2.0 | -0.2 | -1.9
CC(C)Oc1ccc(C(CC(=O)O)n2cnnn2)cc1 (stereo not drawn) | -1.4 | -1.6 | -0.8 | 2.6 | -0.8 | 2.9 | i | -1.7 | -1.1 | -1.1

The list continues:
SMILES | Scp-1 inhibitor | STEP block | NadD inh | SKN-1 block | DNMT1 inh | NRP1-CendR mod | Neddylation inh | SUMO1 PPI mod | TbMetRS inhib | LMPTP inh
CN(CCc1ccccn1)C(=S)Nc1cccc(S(=O)(=O)N(C)C)c1 | 0.7 | 1.0 | -4.7 | -11.2 | 3.6 | 3.4 | i | 2.0 | -0.7 | 0.4
COc1ccc(-n2c(=O)c3c4c(sc3n3cnnc23)CC(C)CC4)cc1 (stereo not drawn) | 4.7 | 3.9 | 5.8 | -11.1 | 2.9 | -4.4 | i | 5.8 | -0.3 | -0.6
CC(=O)N1CCC2(CC1)C/C(=N\NC(=S)Nc1ccc(C)cc1)c1cc(O)ccc1O2 | -5.4 | 2.6 | 17.7 | 3.4 | -3.6 | 7.9 | i | -7.6 | -0.2 | -0.3
O=C(Nc1ccccc1)/C(=C\c1ccco1)NC(=O)c1ccco1 | -5.8 | -2.3 | 6.0 | 15.0 | -2.4 | -51.4 | i | -4.1 | -0.6 | -0.5
CC1(C(=O)NS(=O)(=O)c2ccc3ccccc3c2)CCN1C(=O)C1(c2ccc(Cl)cc2)CCC1 (stereo not drawn) | · | 1.6 | 5.9 | 10.0 | 0.2 | -7.6 | i | 11.5 | 0.2 | -0.4
Cc1c(O)ccc(C(=O)CN2C(=O)c3ccccc3C2=O)c1O | -10.2 | -3.3 | -1.6 | -31.4 | -5.0 | 3.4 | i | -7.9 | 0.2 | -1.4
COc1ccccc1N1CCN(C(=O)CN(C2CCCCC2)S(C)(=O)=O)CC1 | 4.1 | 0.5 | -6.4 | 3.7 | -2.0 | -3.0 | i | -3.9 | -0.3 | -2.8
CC1=C(C(=O)Nc2ccccc2)C(c2ccc(C)o2)n2c(s/c(=C/c3ccccc3)c2=O)=N1 (stereo not drawn) | 0.8 | 1.3 | 18.9 | -8.5 | 84.3* | -4.7 | i | -6.7 | -0.6 | 0.7
CCOC(=O)CSc1nnc(NCC(=O)OC)c(=O)[nH]1 | -11.8 | 2.7 | -0.6 | 3.3 | -0.7 | 0.3 | i | 2.5 | 0.4 | -0.9
CCc1cc(=O)[nH]c(SCCC(F)=C(F)F)n1 | -4.9 | -1.6 | -1.0 | 9.5 | 6.6 | -7.6 | i | 0.1 | 0.3 | -1.1
CCCC(=O)Nc1nc2ccc(S(N)(=O)=O)cc2s1 | -2.8 | -4.2 | -3.6 | 4.4 | 3.7 | -8.9 | i | -4.9 | -0.1 | -0.2
COc1ccccc1CNC(=O)COC(=O)c1cc(-c2ccco2)nc2ccccc12 | 82.5* | 23.4 | 46.1* | 13.9 | 99.8* | -34.1 | i | 13.4 | 0.0 | 43.1
CCOC(=O)Cc1csc(NC(=O)c2ccc(C)c(S(=O)(=O)N3CCOCC3)c2)n1 | 7.1 | -0.5 | 4.1 | -1.9 | -1.6 | 2.0 | i | 4.3 | -0.5 | 0.6
COCc1nnc(NC(=O)CCN2C(=O)c3ccccc3C2=O)s1 | -1.1 | -0.8 | -2.2 | -12.8 | 0.2 | -2.7 | i | -5.6 | -0.8 | -0.7
CCSc1ccc([C@@H]2[C@@H]3C(=O)N(CC)C(=O)[C@@H]3[C@]3(C(=O)OC)CCCCN23)cc1OC | -0.2 | -3.2 | -2.7 | -7.1 | -7.9 | -11.2 | i | 3.7 | -0.6 | 0.5

A few values from the entries so far:
STEP block result of `COCc1nnc(NC(=O)CCN2C(=O)c3ccccc3C2=O)s1` stands at -0.8
SKN-1 block result of `CCOC(=O)Cc1csc(NC(=O)c2ccc(C)c(S(=O)(=O)N3CCOCC3)c2)n1` stands at -1.9
TbMetRS inhib result of `CN(CCc1ccccn1)C(=S)Nc1cccc(S(=O)(=O)N(C)C)c1` stands at -0.7

Additional records
SMILES | Scp-1 inhibitor | STEP block | NadD inh | SKN-1 block | DNMT1 inh | NRP1-CendR mod | Neddylation inh | SUMO1 PPI mod | TbMetRS inhib | LMPTP inh
COc1ccc(CC(=O)N/N=C/c2c(C)n(C)c3ccccc23)cc1OC | -4.3 | -0.7 | -0.6 | -6.1 | -2.3 | -7.0 | i | -4.5 | -0.9 | 0.8
CN(NC(=O)C(=O)NCc1ccco1)C(=O)Nc1ccc(Cl)cc1 | · | -1.7 | 5.0 | 3.6 | -1.9 | 0.8 | i | 1.9 | -0.6 | 0.0
COc1ccc([C@@H](C)NC(=O)CCc2nnc(-c3cc(C)on3)o2)cc1 | 11.3 | -3.5 | -7.2 | -4.5 | -3.5 | -0.4 | i | -2.7 | -0.6 | -2.4
CSc1cccc(NS(=O)(=O)c2cc(Br)cnc2N)c1 | -4.3 | -6.3 | -3.0 | -3.5 | 0.8 | -8.9 | i | 5.3 | 0.1 | 1.1
NC(=S)c1csc(CCNC(=O)c2ccccc2)n1 | · | -1.8 | 0.0 | 7.1 | 1.1 | 8.2 | i | -1.6 | 0.2 | -1.7
COc1ccccc1NC(=S)N(c1ccccc1)C(C)C | -10.7 | 3.2 | -1.6 | 3.9 | -2.3 | 7.2 | i | 2.5 | 0.1 | -0.8
O=C(Nc1cccc(NC(=O)c2cccc(F)c2)c1)c1ccccc1 | -15.6 | -1.1 | -1.1 | -6.6 | -0.4 | 6.6 | i | -0.7 | -0.7 | 0.8
COc1ccc(CCC(=O)N2CCCC(Nc3ccccc3)C2)cc1OC (stereo not drawn) | -9.2 | -1.6 | -2.9 | -10.0 | -0.8 | 7.2 | i | 2.7 | -0.6 | 0.2
O=C(C1=C[C@@H](c2ccccc2)C[C@@H](OCc2ccc(CO)cc2)O1)N1CCCCCCC1 | -3.6 | 1.2 | -0.1 | 16.3 | -6.1 | -0.9 | i | -1.6 | -0.2 | -0.7
O=C(N/N=C/c1ccccc1O)c1cc[n+]([O-])cc1 | 1.8 | -0.3 | -5.0 | -19.5 | 0.6 | 10.5 | i | -11.4 | -1.0 | -0.1
CN1CCN(Cc2nc3c(c(=O)[nH]c(=O)n3C)n2Cc2c(F)cccc2Cl)CC1 | -6.6 | 0.7 | 2.1 | 7.6 | 1.0 | 2.2 | i | -5.7 | 0.1 | -0.8
Cc1ccc(-n2cc(CN3CCCN(C=O)CC3)c(-c3ccc(F)cc3)n2)cc1 | 2.5 | -1.3 | -4.3 | 12.6 | -5.6 | 18.6 | i | -0.4 | -0.1 | -1.5
CCc1ccc2nc(SCC(=O)NCC3CCCO3)c(C#N)cc2c1 (stereo not drawn) | -2.5 | 1.6 | -5.8 | 2.7 | 3.6 | -9.0 | i | -9.5 | -0.6 | -1.9
